rTrxR1 inhibitor: qHTS Assay for Inhibitors of Mammalian Selenoprotein Thioredoxin Reductase 1 (TrxR1): qHTS; Potency, µM (titrated, usually from 114 µM), without a hit: at the top dose activity change, negative = inhibition, hits mostly inhibitors; AID 588453, 2011; hit rate 1% among 390,000; Thioredoxin reductase 1, cytoplasmic (Rattus norvegicus), O89049; recombinant rTrxR1, NADPH fluorescence consumption, selenite substrate; further: potency means the concentration at half of the fitted maximal effect; on the % scale 0 is the no-effect control and ±100 the full control effect; nearly all actives have a fitted effect of over 65% in size
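Rat TrxR1 (90 nM in the dispensed reagent) was pre-reduced with 400 uM NADPH for 5 min at room temperature, then incubated with compound for 15 min. After 400 uM selenite was added, NADPH fluorescence (Ex 340/Em 450 nm) was followed for 8 min.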
Vif-APOBEC3F blk: qHTS for Inhibitors of Vif-A3F Interactions: qHTS | HeLa A3F-eYFP + Vif (tagged APOBEC3F with the HIV-1 protein that degrades it), YFP fluorescence increase | Potency, µM (titrated, usually from 46.1 µM), for inactives: top-dose activity, negative = active | hit rate 0.2% among 390,000; further: potency means the concentration at half of the fitted maximal effect; % of control where 0% means no effect; nearly all actives have a fitted effect of over 65% in size
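HeLa cells stably expressing Vif plus C-terminally eYFP-tagged A3F were seeded, incubated overnight at 37 deg C, dosed with compound, incubated overnight again at 37 deg C. Yellow fluorescence (Ex 488/Em 500-530) reported blocked Vif-mediated A3F-eYFP degradation.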
TrxR1 substrate: qHTS Assay for Substrates of Mammalian Selenoprotein Thioredoxin Reductase 1 (TrxR1): qHTS. purified TrxR1 substrate turnover, NADPH consumption readout. Potency, µM (doses to about 114 µM), inactives show at the top dose activity change, negative = substrate turnover. hit rate 0.01% among 390,000; further: potency means the concentration at half of the fitted maximal effect; on the % scale 0 is the no-effect control and ±100 the full control effect; nearly all actives have a fitted effect of over 50% in size
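Rat TrxR1, dispensed at 90 nM, was prereduced with 400 uM NADPH (final) for 5 min at ~22 deg C, then incubated with compound 15 min before 400 uM selenite. A first-read NADPH fluorescence drop versus no-compound background flagged substrates.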
GRP78 ERSR act: qHTS for Inducers of the Endoplasmic Reticulum Stress Response (ERSR) in Human Glioma: qHTS. hit rate 0.02% among 420,000. Potency, µM, for the others: top-dose activation, most hits filed as activators. AID 602332, 2012. U87-MG GRP78 promoter luciferase reporter, 16 h; further: potency means the concentration at half of the fitted maximal effect; series mostly up to about 76 µM; % of control where 0% means no effect; nearly all actives have a fitted effect of over 35% in size
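Stably transfected U87-MG human glioma cells carrying a GRP78-based luminescent sensor were seeded at 1000 cells/well, pin-dosed with compounds and incubated 16 h. Luciferase reagent was then added, and end-point luminescence was read after 10 min at room temperature.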
RGS4 inhibitor: Inhibitors of Regulator of G Protein Signaling (RGS) 4: qHTS; Regulator of G-protein signaling 4 (Homo sapiens), P49798; Transcreener GDP fluorescence polarization, RGS4-accelerated GTP hydrolysis; hit rate 0.039% among 390,000; Potency, µM (titrated, usually from 114 µM), for inactives: at the top dose activity change, negative = inhibition, hits mostly inhibitors; AID 504845, 2011; further: potency means the concentration at half of the fitted maximal effect; on the % scale 0 is the no-effect control and ±100 the full control effect; nearly all actives have a fitted effect of over 75% in size; some results filed as inactive show a strong effect at the top dose
Target sequence (P49798 whole entry, looked up): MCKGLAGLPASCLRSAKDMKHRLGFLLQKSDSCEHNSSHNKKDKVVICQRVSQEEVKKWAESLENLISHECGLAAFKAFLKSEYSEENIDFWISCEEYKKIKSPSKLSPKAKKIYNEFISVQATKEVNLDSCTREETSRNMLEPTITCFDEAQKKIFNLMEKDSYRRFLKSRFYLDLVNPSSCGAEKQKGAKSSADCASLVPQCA
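MLSMR compounds (23 nl, pin-transferred) preincubated 10 min at room temperature with a 500nM (2x) first reagent, then RGS4 at 900nM (2x) plus Transcreener GDP mix added; fluorescence polarization (620/688 nm) read before and after 90 min at 30 °C.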
Vif-APOBEC3G blk: qHTS for Inhibitors of Vif-A3G Interactions: qHTS | DNA dC->dU-editing enzyme APOBEC-3G (Homo sapiens), Q9HC16 | AID 602310, 2012 | hit rate 0.076% among 410,000 | Potency, µM (series often up to 46.1 µM), for inactives: at the top dose activity, negative = active, usual class: inhibitors | HeLa A3G-eYFP + Vif (tagged APOBEC3G with the HIV-1 protein that degrades it), YFP fluorescence, overnight;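 further: potency means the concentration at half of the fitted maximal effect; on the % scale 0 is the no-effect control and ±100 the full control effect; nearly all actives have a fitted effect of over 60% in size; hits raise eYFP signal because A3G escapes Vif-driven loss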
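Read-out is eYFP fluorescence (Ex 488/Em 500-530) from Vif-expressing HeLa A3G-eYFP cells; more signal means A3G escaped Vif-mediated degradation. Cells plated overnight, compound pinned in, incubated overnight at 37 deg C.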
USP1-UAF1 inh: Inhibitors of USP1/UAF1: Primary Screen; Ubiquitin carboxyl-terminal hydrolase 1 (Homo sapiens), O94782; recombinant USP1/UAF1, Ub-Rhodamine cleavage fluorescence; Potency, µM (top dose mostly 57.1 µM), for inactives: top-dose activity change, negative = inhibition, actives largely listed as inhibitors; hit rate 0.23% among 390,000; further: potency means the concentration at half of the fitted maximal effect; on the % scale 0 is the no-effect control and ±100 the full control effect; nearly all actives have a fitted effect of over 60% in size; inactives centre near -12
Target sequence (O94782 whole entry, looked up): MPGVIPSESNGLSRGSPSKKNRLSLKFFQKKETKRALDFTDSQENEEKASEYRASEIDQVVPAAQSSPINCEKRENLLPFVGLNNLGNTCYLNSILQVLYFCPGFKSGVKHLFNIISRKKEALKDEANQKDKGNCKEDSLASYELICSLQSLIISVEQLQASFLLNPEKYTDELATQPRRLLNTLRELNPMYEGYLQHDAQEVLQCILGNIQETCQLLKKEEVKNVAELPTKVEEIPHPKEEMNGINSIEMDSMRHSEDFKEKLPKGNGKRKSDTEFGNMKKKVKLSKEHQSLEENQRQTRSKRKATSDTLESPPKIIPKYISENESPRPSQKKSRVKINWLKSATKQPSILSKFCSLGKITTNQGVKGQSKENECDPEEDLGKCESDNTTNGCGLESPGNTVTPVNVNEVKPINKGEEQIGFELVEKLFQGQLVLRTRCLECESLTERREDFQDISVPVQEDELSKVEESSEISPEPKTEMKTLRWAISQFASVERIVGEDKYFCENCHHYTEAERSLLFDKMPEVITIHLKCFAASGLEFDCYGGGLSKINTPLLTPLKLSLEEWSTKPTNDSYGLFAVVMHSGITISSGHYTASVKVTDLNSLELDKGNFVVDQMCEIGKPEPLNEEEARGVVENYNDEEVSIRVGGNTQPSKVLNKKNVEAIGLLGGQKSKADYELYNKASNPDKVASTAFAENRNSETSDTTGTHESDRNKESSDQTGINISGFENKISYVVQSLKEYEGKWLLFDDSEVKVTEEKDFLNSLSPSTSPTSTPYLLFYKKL
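USP1/UAF1 complex (1 nM) preincubated 15 min at room temperature with compound, then Ub-Rho substrate (150 nM final) added. Kinetic fluorescence at 480/540 nm over 6 reads at 60 s intervals; 50 mM HEPES pH 7.8, 0.5 mM EDTA, 0.1 mg/ml BSA, 1 mM TCEP, 0.01% Tween-20.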
IDH1 R132H inh: qHTS for Inhibitors of mutant isocitrate dehydrogenase 1 (IDH1): qHTS; Isocitrate dehydrogenase [NADP] cytoplasmic (Homo sapiens), O75874; IDH1-R132H enzyme, NADPH consumption, diaphorase/resazurin fluorescence; Potency, µM (highest dose often 76.6 µM), for inactives: at the top dose activity change, negative = inhibition, hits mostly inhibitors; hit rate 0.093% among 390,000; further: potency means the concentration at half of the fitted maximal effect; on the % scale 0 is the no-effect control and ±100 the full control effect; nearly all actives have a fitted effect of over 65% in size
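IDH1-R132H (0.5 ug/mL dispensed) in pH 7.5 Tris buffer was preincubated 30 min with compound, then given a substrate mix of 0.016 mM NADPH and 2 mM alpha-KG for 80 min at room temperature; remaining NADPH was read by diaphorase/resazurin fluorescence.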
LDHA inh: qHTS assay for inhibitors of human lactate dehydrogenase. hit rate 0.15% among 480,000. L-lactate dehydrogenase A chain (Homo sapiens), P00338. purified LDHA, NADH/diaphorase-resazurin fluorescence; active compounds read low. activity change, % (values are at about 110 or 230 µM). AID 1347041, 2019; in the data active means activity change below about -30%; inconclusive means mostly about -25% to -30%;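 further: plate controls were DMSO wells for no effect and wells without enzyme for full effect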
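Human LDH5 at 2 nM final in Tris HCl pH 7.4 with 0.06 mM NADH and 0.2 mM pyruvate, reacted 5 minutes at room temperature. Remaining NADH coupled via diaphorase/resazurin; resorufin fluorescence read at 0 and 20 minutes, normalized to enzyme-free and DMSO wells.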
* hit, by the source's call; ? = inconclusive; nt = not tested or not shown; & = joins results of further samples; [ ] = another dose, or the depositor's remark. Unless noted, the call rests on the fitted dose curve; in most records, active means well fitted curve in the direction sought with a large enough effect; inconclusive means small, poorly fitted or top-dose-only effect, or another doubt; inactive means no such curve, though single readings can be large; an effect the other way counts as inactive or inconclusive. This is a subset; count on the stated rates, not on these rows.

SMILES	rTrxR1 inhibitor	Vif-APOBEC3F blk	TrxR1 substrate	GRP78 ERSR act	RGS4 inhibitor	Vif-APOBEC3G blk	USP1-UAF1 inh	IDH1 R132H inh	LDHA inh
O=C(N/N=C\c1ccc(Cl)cc1)C1=NOC2COC3(CCN(c4ccc([N+](=O)[O-])cc4)CC3)OCC12 (stereo not drawn)	-7%	-11%	-16%	-2%	-23%[11.4 µM]	2%	0%	-8%	-3
Cc1cc(NC(=O)CN2C(=O)C3CC=CCC3C2=O)no1 (stereo not drawn)	7%	-1%	5%	-6%	3%[56.9 µM]	-5%	-8%	1%	-5
CCN1CCc2c(sc(-n3cccc3)c2C(C)NC(=O)Nc2cc(Cl)c(OC)cc2OC)C1 (stereo not drawn)	-10%	?	-13%	0%	-6%	-4%	?	-2%	6
CC1CCN(C(=O)c2ccc(S(=O)(=O)Cc3ccccc3F)c([N+](=O)[O-])c2)CC1	?	0%	-1%	-5%	-19%	?	-18%	0%	-24
COc1cc(/C=C/c2ccc3cccc(O)c3n2)cc(Cl)c1OC	-14%	-9%	-11%	-5%	2%	5%	-33%	20%	3
CN1CCCCC1CCN1c2ccccc2Sc2ccc(S(C)=O)cc21 (stereo not drawn)	17%	-6%	6%	-4%&-2%	-41%	-4%	-22%	18%	-6
Cn1c(=S)oc2ccccc21	27%[57.1 µM]	-5%	4%	-7%	-16%	1%	-6%	11%	-3
COc1cccc(NC(=O)CNc2cc(S(=O)(=O)N3CCOCC3)ccc2N2CCCC2)c1	8%	3%	-2%	2%	-12%	-1%	?	3%	-1
COc1cc(NC(=O)c2sc3ncn(CC(=O)N4CCCCC4)c(=O)c3c2C)cc(OC)c1OC	3%	-11%	-4%	0%	15%	0%	-21%	7%	0
Nc1[nH]nc2c1NN(c1ccc(Cl)cc1Cl)N2	-8%	0%	-10%	2%	32%	1%	0%	3%	-4
Nc1[nH][nH]c(=O)c1N=Nc1ccc2c(c1)OCO2	-1%[57.1 µM]	26%	-7%[57.1 µM]	-2%	-20%	-2%	-19%	4%	12
CN(C)CCN(C(=O)CN1C(=O)c2ccccc2C1=O)c1nc2cc3c(cc2s1)OCCO3	-10%	6%	-8%	1%	-40%	5%	-16%	3%	-1
COc1cc(C2=NOC(C(=O)NCc3ccco3)C2)cc(OC)c1OC (stereo not drawn)	11%	-9%	10%	-6%	-2%	?	5%	11%	-1
Cc1ccc(CNC(=O)c2ccc(CSCc3ccc(C)cc3)o2)cc1	4%[57.1 µM]	-3%	-1%[57.1 µM]	-4%	-2%	0%	-14%	-15%	18&5
Cc1ccc2nc(-c3ccccc3)c(CC(=O)O)c(C(=O)O)c2c1	4%[57.1 µM]	2%	-3%	-4%	10%	-8%	-20%	-4%	-1
Cc1ccc(Nc2nc(N)c(C#N)c(CC#N)c2C#N)cc1	21%	-10%	16%	-3%	14%	1%	-22%	-5%	-2
COC(=O)C1=C(C)N(Cc2ccccc2)C(=NCc2cccc(C(F)(F)F)c2)N[C@H]1c1cccc(C(F)(F)F)c1	12%	8%	-5%	-4%	11%	11%	-15%	?	1
CCC1(c2ccccc2)NC(=O)N(CC(=O)Nc2ccccc2N2CCCC2)C1=O (stereo not drawn)	-4%	-4%	-5%	-5%	8%	-4%	-6%	1%	5
O=C(/C=C\c1ccc(-c2cccc([N+](=O)[O-])c2)o1)N1CCOCC1	?	?	-9%	3%	-39%	16%	-21%	2%	-2
COC(=O)c1ccccc1NC(=S)N(Cc1ccc2c(c1)OCO2)Cc1cc2cc(C)ccc2[nH]c1=O	-23%	-10%	-7%	0%	-10%	1%	-23%	2%	-2

Next part, overlapping the part above by 2 compounds.
SMILES	rTrxR1 inhibitor	Vif-APOBEC3F blk	TrxR1 substrate	GRP78 ERSR act	RGS4 inhibitor	Vif-APOBEC3G blk	USP1-UAF1 inh	IDH1 R132H inh	LDHA inh
O=C(/C=C\c1ccc(-c2cccc([N+](=O)[O-])c2)o1)N1CCOCC1	?	?	-9%	3%	-39%	16%	-21%	2%	-2
COC(=O)c1ccccc1NC(=S)N(Cc1ccc2c(c1)OCO2)Cc1cc2cc(C)ccc2[nH]c1=O	-23%	-10%	-7%	0%	-10%	1%	-23%	2%	-2
CCN1CCN(CCCCOc2ccccc2F)CC1	10%[0.457 µM]	7%	1%	-6%	-19%	0%	-12%	-6%	?
COc1ccc(N2CCN(C(=O)CSc3nnc(NC(=O)C4CC4)s3)CC2)cc1	1%[57.1 µM]	1%	4%	2%	-8%	-8%	-18%	-3%	-2
[O-]/[N+](=C\c1ccccc1)[C@@H]1CCCC[C@@H]1/[N+]([O-])=C/c1ccccc1	21%[57.1 µM]	-4%	-3%[57.1 µM]	5%	-7%	4%	-19%	8%	-2
COc1ccc2nc(NC(=O)CCn3cccc3)sc2c1	-13%	-12%	-5%	1%	-44%	-5%	-10%	6%	2
COc1ccc(NC(=O)CCNS(=O)(=O)c2cc(Br)cnc2N)cc1OC	10%	1%	5%	0%	14%	1%	-16%	-2%	-4
COC(=O)[C@H](CCSC)NC(=O)[C@@H](Cc1cnc[nH]1)NC(=O)OCc1ccccc1	-7%	2%	-7%	-3%	-1%	2%	-10%	-8%	-14
COc1ccc(NC(=S)N(CCCN2CCOCC2)Cc2cn(C)c3ccccc23)cc1OC	-22%	5%	-19%[57.1 µM]	-3%	-41%	2%	-12%	4%	3
COC(=O)c1ccccc1NC(=O)N1CCN(c2ccccc2)CC1	12%[57.1 µM]	-12%	8%[57.1 µM]	-3%	14%	-4%	-7%	15%	-4
CC(=O)N1C(C)(C)CC(=NOC(=O)c2ccc(C)cc2)CC1(C)C	19%[57.1 µM]	-6%	4%[57.1 µM]	-8%	-3%	-4%	-16%	-3%	0
O=C(NCCCn1ccnc1)Nc1cccc2ccccc12	2%[57.1 µM]	2%	38%	-4%	-33%	-3%	-10%	-1%	-5
COc1ccc(C(=O)CSc2nnc(CNC(=O)c3ccc(OC)cc3)n2C)cc1	-14%	-10%	0%	-4%	-19%	1%	6%	-13%	-8
O=C(CSc1nc2[nH]c(=O)cc(O)c2s1)Nc1ccc(Cl)c(C(F)(F)F)c1	14%	7%	-4%	-1%	-26%	2%	-9%	-14%	3
CCC(CC)C(=O)Nc1nnc(S(=O)(=O)N2CCCC2)s1	35%	-3%	3%	-2%	23%	2%	-26%	7%	-5
O=C1NC(=O)C(CSc2ccccc2)(c2ccccc2)N1 (stereo not drawn)	14%[57.1 µM]	7%	1%[57.1 µM]	-3%	7%	-1%	-8%	2%	-5
COc1ccc2[nH]c(=O)c(CN(CC3CCCO3)C(=O)Nc3ccccc3)cc2c1 (stereo not drawn)	1%	6%	27%	-5%	-22%	1%	-27%	4%	0
CC(=O)NCC1CCCN(c2nc3nonc3nc2N(C)Cc2ccccc2)C1 (stereo not drawn)	-10%	-7%	-3%	0%	-51%	2%	-4%	0%	-1
COc1cc2cc(C#N)c(SCC(=O)OC(C)C)nc2cc1OC	-5%	nt	1%	-2%	10%	1%	nt	nt	-4
COc1ccccc1CN1CCSCC1	34%	0%	14%	-1%	26%	2%	-25%	8%	?
CC(C)(C)OC(=O)N[C@@H](Cc1ccccc1)C(=O)N1CCC(C(=O)N[C@@H](CCC(N)=O)C(=O)O)CC1	14%	3%	6%	0%	-44%	0%	-14%	13%	0
O=C(COC(=O)c1ccc(S(=O)(=O)N2CCOCC2)cc1)NCc1ccccc1	12%	0%	3%	-4%	-6%	-3%	-19%	-11%	-8
COc1cc(/C=C/C(=O)NC(=O)c2ccccc2O)ccc1O	-13%	1%	-15%	-1%	-54%	-17%	-22%	7%	-7
COc1ccc(-c2noc(CCC(=O)Nc3cccc(C)c3C)n2)cc1OC	23%	7%	-3%	-3%	9%	5%	-10%	-7%	-17
CC(C)(C)C(=O)Nc1sc2c(c1C(=O)Nc1ccccn1)CCCC2	20%[57.1 µM]	8%	-14%[57.1 µM]	1%	?	0%	-5%	0%	3
O=C(Cc1ccc(S(=O)(=O)N2CCOCC2)s1)N1CCN(S(=O)(=O)c2ccc(Cl)cc2)CC1	23%	0%	1%	-5%	-6%	-3%	?	-3%	-6
COc1ccc(CC(=O)NNC(=O)CCc2ccccc2)cc1	17%[57.1 µM]	0%	-21%[57.1 µM]	2%	-23%	7%	-7%	2%	-4

Screening data deposited in PubChem by National Center for Advancing Translational Sciences (NCATS).
